PAFAH1B3 FP inh: inhibitors of human PAFAH1B3; Q15102; recombinant PAFAH1B3, FP-rhodamine probe, fluorescence polarization; inhibition, % at 3.39 µM; 340,000 tested, 0.28% active;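 active means inhibition above the screen-wide average of all tested compounds plus 3 SD, cut at about 25% in these data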;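 further: 0% = enzyme with DMSO only and 100% = wells lacking PAFAH1B3 protein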
Target sequence (Q15102 whole entry, looked up): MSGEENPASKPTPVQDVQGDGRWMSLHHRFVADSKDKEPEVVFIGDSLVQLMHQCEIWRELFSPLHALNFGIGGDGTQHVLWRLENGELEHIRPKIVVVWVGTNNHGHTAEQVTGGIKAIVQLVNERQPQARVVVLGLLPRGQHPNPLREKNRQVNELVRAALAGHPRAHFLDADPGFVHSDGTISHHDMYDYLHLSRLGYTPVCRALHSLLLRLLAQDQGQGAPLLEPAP
PAFAH2 inh: PAFAH2 (human) inhibition | Q99487 | recombinant PAFAH2, FP-rhodamine activity probe, fluorescence polarization | inhibition, % at 3.39 µM | 340,000 tested, 0.99% active | AID 492956;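 active means inhibition above the mean over all tested compounds plus 3 SD, cut at about 30% in these data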;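 further: inhibitors block probe labeling of enzyme so polarization drops; 0% = enzyme with DMSO and 100% = wells lacking PAFAH2 protein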
PAFAH1B2 inh: PAFAH1B2 (human) inhibition. recombinant PAFAH1B2, FP-rhodamine activity probe, fluorescence polarization. AID 492953. P68402. inhibition, % at 3.39 µM. 340,000 tested, 1.2% active;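 active means inhibition above the mean of all tested compounds plus 3 SD, cut at about 24% in these data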;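 further: 0% = enzyme with DMSO and 100% = wells lacking PAFAH1B2; many of its hits are not listed in these tables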
Target sequence (P68402 whole entry, looked up): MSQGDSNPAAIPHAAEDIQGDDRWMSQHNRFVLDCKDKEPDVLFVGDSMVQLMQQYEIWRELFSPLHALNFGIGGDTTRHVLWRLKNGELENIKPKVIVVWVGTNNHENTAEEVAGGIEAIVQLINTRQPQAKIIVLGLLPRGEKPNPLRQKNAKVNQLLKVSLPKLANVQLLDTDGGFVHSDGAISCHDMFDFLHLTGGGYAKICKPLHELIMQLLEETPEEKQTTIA
Active calls of the source: *. Some of the compounds tested. The share of hits here may be higher or lower than overall.

How did CC(C)(C)CN1CCN(Cc2c[nH]c3ccccc23)CC1CCO (stereo not drawn) do in these assays?
PAFAH1B3 FP inh: 4.9; PAFAH2 inh: -3.6; PAFAH1B2 inh: 7.2

How did Nc1nc2cc(Cl)c(Br)cc2o1 do in these assays?
PAFAH1B3 FP inh: 7.5; PAFAH2 inh: 3.1; PAFAH1B2 inh: 4.8

Results for CCN(C(=O)COC(=O)/C=C/c1ccc(OC)c(OC)c1)c1c(N)n(Cc2ccccc2)c(=O)[nH]c1=O ?
PAFAH1B3 FP inh: 7.0; PAFAH2 inh: 7.4; PAFAH1B2 inh: 2.5

How did O=C(NCCc1cccc(Cl)c1)c1cccc(-n2cnnn2)c1 do in these assays?
PAFAH1B3 FP inh: 6.0; PAFAH2 inh: -3.4; PAFAH1B2 inh: 4.3

What do the screens show for `c1ccc(-c2nnc(Cn3c4ccccc4c4nc5ccccc5nc43)o2)cc1`?
PAFAH1B3 FP inh: 6.4; PAFAH2 inh: 5.3; PAFAH1B2 inh: 4.0

How did O=c1nc2onnc2c(C=NO)[nH]1 do in these assays?
PAFAH1B3 FP inh: 3.9; PAFAH2 inh: 9.8; PAFAH1B2 inh: 5.4

What do the screens show for `Cc1cc(NC(=O)CSc2nc3[nH]c(=O)cc(O)c3s2)ccc1Br`?
PAFAH1B3 FP inh: 4.5; PAFAH2 inh: -9.1; PAFAH1B2 inh: 6.1

Results for CCOC(=O)C1=C(COC(=O)CCCOc2ccccc2)NC(=O)NC1C (stereo not drawn) ?
PAFAH1B3 FP inh: 8.6; PAFAH2 inh: 5.1; PAFAH1B2 inh: 3.3

What do the screens show for `CCOc1ccc(Br)cc1S(=O)(=O)NC1CC(C)(C)NC(C)(C)C1`?
PAFAH1B3 FP inh: 8.1; PAFAH2 inh: -5.2; PAFAH1B2 inh: -2.6

What do the screens show for `O=C(CCN1C(=O)c2ccccc2S1(=O)=O)Nc1ccccc1F`?
PAFAH1B3 FP inh: 1.4; PAFAH2 inh: -4.6; PAFAH1B2 inh: 0.7

How did Cc1cccc(NS(=O)(=O)c2ccc(C)c(C(=O)NCc3ccccn3)c2)c1 do in these assays?
PAFAH1B3 FP inh: 1.6; PAFAH2 inh: 3.3; PAFAH1B2 inh: 1.0

Results for O=S(=O)(c1ccccc1)c1nc(-c2ccc(Cl)cc2)oc1NCCCN1CCOCC1 ?
PAFAH1B3 FP inh: 4.3; PAFAH2 inh: 3.8; PAFAH1B2 inh: -4.2

What do the screens show for `O=c1oc2ccccc2c(=O)c2ccccc12`?
PAFAH1B3 FP inh: 4.4; PAFAH2 inh: 1.9; PAFAH1B2 inh: -1.0

What do the screens show for `COc1cc2c(cc1OC)C1CCN3C(=O)CCC3N1CC2` (stereo not drawn)?
PAFAH1B3 FP inh: 9.2; PAFAH2 inh: 0.4; PAFAH1B2 inh: -0.8

Results for O=C(O)C1=C[C@@H](O)[C@@H](O)[C@H](O)C1 ?
PAFAH1B3 FP inh: 0.1; PAFAH2 inh: -5.8; PAFAH1B2 inh: -2.8

Results for Cc1cc(C)nc(NS(=O)(=O)c2ccc(NC(=O)c3ccc(O)cc3O)cc2)n1 ?
PAFAH1B3 FP inh: 10.8; PAFAH2 inh: 1.3; PAFAH1B2 inh: 2.6

Results for COc1ccc(OC)c(C2C/C(=N/O)C(C)C(c3cc(OC)ccc3OC)N2)c1 (stereo not drawn) ?
PAFAH1B3 FP inh: -1.4; PAFAH2 inh: 5.3; PAFAH1B2 inh: 0.9

How did COc1ccc(/C=C2\N=C(C)OC2=O)cc1OC(C)=O do in these assays?
PAFAH1B3 FP inh: 2.8; PAFAH2 inh: -0.2; PAFAH1B2 inh: 10.6

Results for Nc1ccc(C(=O)Nc2cccc(N)c2)cc1 ?
PAFAH1B3 FP inh: 4.0; PAFAH2 inh: -0.5; PAFAH1B2 inh: 9.5

How did O=C1C=CC(=O)c2c(O)c(N3CCN(CCO)CC3)c(Cl)c(O)c21 do in these assays?
PAFAH1B3 FP inh: 49.5*; PAFAH2 inh: 40.7*; PAFAH1B2 inh: 27.5*

What do the screens show for `O=C(CSc1nnc2ccc(-c3ccco3)nn12)Nc1ccccc1F`?
PAFAH1B3 FP inh: 9.1; PAFAH2 inh: 10.7; PAFAH1B2 inh: -2.4

What do the screens show for `CC(=NNc1nc2ccccc2o1)c1cc2ccccc2cn1`?
PAFAH1B3 FP inh: 5.2; PAFAH2 inh: 8.3; PAFAH1B2 inh: -0.9

Results for COc1ccc(-c2ccc3c(c2)C2CC3CCN2)cc1 (stereo not drawn) ?
PAFAH1B3 FP inh: 1.2; PAFAH2 inh: -1.4; PAFAH1B2 inh: 0.8

How did FC(F)(F)c1ccc(-c2cccc3c2C2CC3CCN2Cc2ccccc2)cc1 (stereo not drawn) do in these assays?
PAFAH1B3 FP inh: 9.4; PAFAH2 inh: 3.3; PAFAH1B2 inh: -1.9

How did S=c1[nH]nc(C2CCCCC2)n1/N=C/c1cccc(Cl)c1Cl do in these assays?
PAFAH1B3 FP inh: 5.7; PAFAH2 inh: 12.1; PAFAH1B2 inh: -2.2

Results for Cc1cc(N=Nc2c(O)c3ccccc3[nH]c2=O)ccc1N=Nc1ccc(C(=O)N(C)C)cc1 ?
PAFAH1B3 FP inh: 11.9; PAFAH2 inh: 4.6; PAFAH1B2 inh: 5.5

What do the screens show for `Cc1ccccc1C(=O)Nc1ccccc1NC(=O)c1ccccc1C`?
PAFAH1B3 FP inh: 5.2; PAFAH2 inh: -1.6; PAFAH1B2 inh: -0.1

What do the screens show for `O=S(=O)(Nc1ccc(-c2ccc(NS(=O)(=O)c3ccccc3)cc2)cc1)c1ccccc1`?
PAFAH1B3 FP inh: -10.0; PAFAH2 inh: -30.4; PAFAH1B2 inh: -5.0

How did CCn1c(N2CCN(C(c3ccccc3)c3ccccc3)CC2)nc2c1c(=O)[nH]c(=O)n2C do in these assays?
PAFAH1B3 FP inh: -2.1; PAFAH2 inh: 1.6; PAFAH1B2 inh: 0.9

Results for Cn1c(=O)c(-c2ccccc2)cc2ccccc21 ?
PAFAH1B3 FP inh: 3.2; PAFAH2 inh: 6.0; PAFAH1B2 inh: 5.3

Results for O=C1NC[C@H](Cc2ccccc2)N(C[C@H]2CCCN2C[C@H](Cc2ccccc2)N2C[C@H](Cc3ccc(O)cc3)N(CCc3ccccc3)C(=O)C2=O)C1=O ?
PAFAH1B3 FP inh: 4.3; PAFAH2 inh: 5.6; PAFAH1B2 inh: -0.9

Results for O=C(O)C12C3CCC(O3)C1(C(=O)O)C1CCC2O1 (stereo not drawn) ?
PAFAH1B3 FP inh: 9.9; PAFAH2 inh: 0.6; PAFAH1B2 inh: 5.2

How did COc1ccccc1COC(=O)c1cccc(S(=O)(=O)N2CCCC2)c1 do in these assays?
PAFAH1B3 FP inh: 4.3; PAFAH2 inh: 7.1; PAFAH1B2 inh: 1.4

Results for O=[N+]([O-])c1ccc(/C=N/Nc2ncc(-c3ccccc3)cn2)cc1 ?
PAFAH1B3 FP inh: 22.1; PAFAH2 inh: -11.6; PAFAH1B2 inh: 5.4

What do the screens show for `Nc1nc(-c2ccccc2)cc(-c2ccccc2)n1`?
PAFAH1B3 FP inh: -3.5; PAFAH2 inh: -5.6; PAFAH1B2 inh: -0.9

What do the screens show for `Cc1noc(NS(=O)(=O)c2ccc(NC(=O)c3ccccc3NS(=O)(=O)c3ccc(F)c(F)c3)cc2)c1C`?
PAFAH1B3 FP inh: 12.7; PAFAH2 inh: 0.3; PAFAH1B2 inh: 10.0

How did Cc1oc2ccc(OCc3cccc(Cl)c3)cc2c1C(=O)O do in these assays?
PAFAH1B3 FP inh: -7.6; PAFAH2 inh: 1.2; PAFAH1B2 inh: 9.2

What do the screens show for `N#Cc1c(N2CCN(c3ccc([N+](=O)[O-])cc3)CC2)[n+](=O)c2ccc(Cl)cc2n1[O-]`?
PAFAH1B3 FP inh: 6.8; PAFAH2 inh: 6.9; PAFAH1B2 inh: -3.8

Results for CC1CCCCC1NC(=O)CSc1ccsc1[N+](=O)[O-] (stereo not drawn) ?
PAFAH1B3 FP inh: 8.0; PAFAH2 inh: 9.1; PAFAH1B2 inh: 5.7

What do the screens show for `O=C(NN=Cc1ccc2c(c1)OCO2)NN=Cc1ccc2c(c1)OCO2`?
PAFAH1B3 FP inh: 3.4; PAFAH2 inh: 3.0; PAFAH1B2 inh: 6.9

How did S=c1cn[nH]c2ccccc12 do in these assays?
PAFAH1B3 FP inh: 5.1; PAFAH2 inh: -0.9; PAFAH1B2 inh: 0.6

How did COCCn1c(CN2CCN(C)CC2)nc2c1c(=O)n(C)c(=O)n2C do in these assays?
PAFAH1B3 FP inh: -6.3; PAFAH2 inh: -3.2; PAFAH1B2 inh: 2.5

Results for CCN(CC)C1Oc2cc3c(cc2C(c2cccc(OC)c2O)C1C)OCO3 (stereo not drawn) ?
PAFAH1B3 FP inh: 5.5; PAFAH2 inh: 3.2; PAFAH1B2 inh: 2.8

What do the screens show for `COc1cccc(/C=N/n2c(C3CCCCC3)n[nH]c2=S)c1O`?
PAFAH1B3 FP inh: -3.6; PAFAH2 inh: 12.6; PAFAH1B2 inh: 5.0

What do the screens show for `O=[N+]([O-])c1cc(-c2ccccc2)cc([N+](=O)[O-])c1O`?
PAFAH1B3 FP inh: 6.9; PAFAH2 inh: 10.6; PAFAH1B2 inh: 16.2

How did O=S(=O)(c1ccc(C(F)(F)F)cc1)N1CCN(CCOc2ccccc2)CC1 do in these assays?
PAFAH1B3 FP inh: 3.5; PAFAH2 inh: 1.0; PAFAH1B2 inh: -1.3

Results for COC(=O)C1=CN(c2ccc(F)cc2)C=C(C(=O)OC)C1c1cccc(Br)c1 ?
PAFAH1B3 FP inh: 5.0; PAFAH2 inh: -3.4; PAFAH1B2 inh: -8.6

What do the screens show for `CC(=O)N/N=C\c1cccc(OC/C=C/c2ccccc2)c1`?
PAFAH1B3 FP inh: 4.2; PAFAH2 inh: 0.8; PAFAH1B2 inh: -0.1

How did Cc1ccc(S(=O)(=O)N2CCN(C(=O)c3cc(S(=O)(=O)N4CCOCC4)ccc3Cl)CC2)c(C)c1 do in these assays?
PAFAH1B3 FP inh: 5.4; PAFAH2 inh: -1.1; PAFAH1B2 inh: 6.9

Results for O=C(CN1CCCCCC1)Nc1nc2ccccc2s1 ?
PAFAH1B3 FP inh: 3.2; PAFAH2 inh: 1.9; PAFAH1B2 inh: 0.1

What do the screens show for `COc1cc(C2c3cc4c(cc3OC(C)(N3CCCC3)C2C)OCO4)cc(OC)c1OC` (stereo not drawn)?
PAFAH1B3 FP inh: 7.1; PAFAH2 inh: -2.4; PAFAH1B2 inh: 4.0

What do the screens show for `CCN1CCN(Cc2ccc(NC(=O)c3ccc(C)c(NC(=O)c4cncc(-c5cccs5)c4)c3)cc2C(F)(F)F)CC1`?
PAFAH1B3 FP inh: -0.2; PAFAH2 inh: -33.7; PAFAH1B2 inh: -3.7

What do the screens show for `S=C1Cc2ccccc2N1`?
PAFAH1B3 FP inh: 28.9*; PAFAH2 inh: 41.3*; PAFAH1B2 inh: 17.9

What do the screens show for `Cn1nccc1C(=O)OCC(=O)Nc1ccccc1Cl`?
PAFAH1B3 FP inh: 0.6; PAFAH2 inh: -4.1; PAFAH1B2 inh: 0.9

Results for Cc1nnc(NS(=O)(=O)c2ccc(N=Nc3ccc(N)nc3N)cc2)s1 ?
PAFAH1B3 FP inh: 13.3; PAFAH2 inh: 21.3; PAFAH1B2 inh: 8.0

How did Cc1noc(C)c1COc1ccccc1C(=O)NC(C)c1ccc(F)cc1 (stereo not drawn) do in these assays?
PAFAH1B3 FP inh: 5.2; PAFAH2 inh: 1.8; PAFAH1B2 inh: -2.2

What do the screens show for `CSc1nc2cc(S(=O)(=O)N3CCCCC3)ccc2s1`?
PAFAH1B3 FP inh: 6.1; PAFAH2 inh: 9.2; PAFAH1B2 inh: 3.1

How did OC(COc1cccc2ccccc12)CN1CCOCC1 (stereo not drawn) do in these assays?
PAFAH1B3 FP inh: 0.7; PAFAH2 inh: 6.8; PAFAH1B2 inh: 3.6

How did N#CC1c2ccccc2C=CN1C(=O)N(c1ccccc1)c1ccccc1 (stereo not drawn) do in these assays?
PAFAH1B3 FP inh: 9.8; PAFAH2 inh: 2.3; PAFAH1B2 inh: 3.0

Bioassay records: PubChem BioAssay, The Scripps Research Institute Molecular Screening Center
